Bioassay records: PubChem BioAssay, The Scripps Research Institute Molecular Screening Center
GPR151 activ = activators of human GPR151. activation, % at 11.2 µM. PathHunter beta-arrestin GPR151 cells, luminescence. 1% of 650,000 active. Q8TDV0; in the data active = activation above about 4.9%;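 note: 0% = median of compound wells and 100% = cells with positive control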
Target sequence (Q8TDV0 whole entry, looked up): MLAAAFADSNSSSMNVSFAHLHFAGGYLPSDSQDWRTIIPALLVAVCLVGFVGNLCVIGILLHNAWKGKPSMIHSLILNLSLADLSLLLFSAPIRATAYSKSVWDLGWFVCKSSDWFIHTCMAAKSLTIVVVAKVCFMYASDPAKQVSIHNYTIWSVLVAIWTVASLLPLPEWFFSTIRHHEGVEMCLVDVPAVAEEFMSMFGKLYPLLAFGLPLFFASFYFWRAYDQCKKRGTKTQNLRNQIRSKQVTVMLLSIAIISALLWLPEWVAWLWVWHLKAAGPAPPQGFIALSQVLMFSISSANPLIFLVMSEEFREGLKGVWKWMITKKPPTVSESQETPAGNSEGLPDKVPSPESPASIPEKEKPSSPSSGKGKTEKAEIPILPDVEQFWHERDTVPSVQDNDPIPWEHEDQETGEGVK
MITF primary = human MITF inhibition, primary screen; O75030; inhibition, % at 2.6 µM; 0.91% of 650,000 active; AID 1259374; AlphaScreen MITF homodimerization, bead proximity signal; in the data active = inhibition above about 50%;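 note: 0% = vehicle wells with protein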
Target sequence (O75030 whole entry, looked up): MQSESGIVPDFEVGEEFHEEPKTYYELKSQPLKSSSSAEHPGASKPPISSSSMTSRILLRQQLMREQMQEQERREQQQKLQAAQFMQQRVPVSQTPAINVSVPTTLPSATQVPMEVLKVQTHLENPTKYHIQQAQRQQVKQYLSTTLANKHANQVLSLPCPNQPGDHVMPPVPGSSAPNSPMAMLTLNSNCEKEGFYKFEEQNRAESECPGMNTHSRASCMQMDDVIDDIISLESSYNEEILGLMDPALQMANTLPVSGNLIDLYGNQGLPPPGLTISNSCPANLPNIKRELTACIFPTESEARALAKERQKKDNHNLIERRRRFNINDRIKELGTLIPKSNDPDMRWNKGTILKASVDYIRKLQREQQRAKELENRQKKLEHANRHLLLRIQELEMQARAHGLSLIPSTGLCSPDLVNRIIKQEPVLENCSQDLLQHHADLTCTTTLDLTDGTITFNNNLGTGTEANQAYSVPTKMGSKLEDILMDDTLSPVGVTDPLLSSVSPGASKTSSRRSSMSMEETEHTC
FBW7 act = activators of human E3 ligase FBW7; Q969H0; AlphaScreen FBW7–phospho-cyclin E peptide binding, activator screen; normalized activity (activation), % at 26.1 µM; 0.13% of 650,000 active; in the data active = normalized activity above about 1.9%;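 note: purified mutant Fbw7 with reduced substrate affinity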
TEAD-YAP block = TEAD-YAP interaction inhibition; inhibition, % at 9.12 µM; 1.4% of 640,000 active; HEK-TIYL cells, TEAD-Gal4/YAP UAS-luciferase luminescence; in the data active = inhibition above about 32%;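 note: 0% = median of test compound wells and 100% = reference inhibitor wells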
* marks the source's active call; other numbers are inactive results; · = no result given.

SMILES	GPR151 activ	MITF primary	FBW7 act	TEAD-YAP block
CC1CCc2c(sc(NC(=O)CCN3C(=O)C4C5C=CC(C5)C4C3=O)c2C(N)=O)C1 (stereo not drawn)	-0.6	7.5	0.0	15.5
CCOc1ccc(NC(=O)c2c(NC(=O)Cc3ccccc3)sc3c2CCC3)cc1	-0.1	-10.7	0.1	7.5
CCOC(=O)N1CCN(C(=O)CSc2nc3c(=O)n(C)c(=O)n(C)c3n2C)CC1	-1.6	7.2	0.1	7.8
O=C(N/N=C/c1ccc(F)cc1)c1ccc([N+](=O)[O-])cc1	-0.6	12.7	0.0	0.5
COc1ccc(S(=O)(=O)NCC2CCCN(C3C4CC5CC(C4)CC3C5)C2)cc1 (stereo not drawn)	1.4	-1.1	0.0	-15.3
COc1ccc(-c2nc3cnccn3c2NC(C)(C)CC(C)(C)C)cc1O	0.3	-7.7	0.3	-8.3
O=C(N[C@H]1C[C@H]2C(=O)N[C@@H](Cc3ccccc3)C(=O)N2C1)c1ccc(Cl)c(Cl)c1	-1.3	-7.0	-0.1	-0.9
Cc1cnc(N2C(=O)c3ccc(C(=O)O)cc3C2=O)s1	-1.1	-22.9	0.0	1.8
COc1ccc(Nc2nc(Cl)nc(OCC(F)(F)F)n2)cc1	-0.1	2.4	0.0	10.1
CCN(CCO)C(=O)c1sc2ncnc(NCCc3ccccn3)c2c1C	0.0	12.8	0.0	5.1
CCOc1ccc(OCCOCCN2CCN(C)CC2)cc1	-1.0	71.9*	0.4	7.2
Cc1nc2sc(C(c3cccc(F)c3)N3CCC(C(N)=O)CC3)c(O)n2n1 (stereo not drawn)	2.8	-14.4	-0.2	3.5
COc1ccc(C(C)(C)C)cc1NC(=O)C1C2C=CC(C2)C1C(=O)O (stereo not drawn)	0.9	10.3	-0.1	4.4
COc1ccc(C2=NN(c3nc(-c4ccc(Cl)cc4)cs3)C(c3ccc(OC)cc3)C2)cc1 (stereo not drawn)	1.3	11.1	-0.1	-6.5
CCOC(=O)c1c(NC(=O)c2ccc(OC)c([N+](=O)[O-])c2)sc2c1CC(C)(C)SC2	-1.4	15.1	0.7	3.4

Results in FBW7 act and TEAD-YAP block (3 entries from above):
structure | FBW7 act | TEAD-YAP block
CCN(CCO)C(=O)c1sc2ncnc(NCCc3ccccn3)c2c1C | 0.0 | 5.1
CCOc1ccc(NC(=O)c2c(NC(=O)Cc3ccccc3)sc3c2CCC3)cc1 | 0.1 | 7.5
CC1CCc2c(sc(NC(=O)CCN3C(=O)C4C5C=CC(C5)C4C3=O)c2C(N)=O)C1 (stereo not drawn) | 0.0 | 15.5

(listing goes on)
SMILES	GPR151 activ	MITF primary	FBW7 act	TEAD-YAP block
N#Cc1ccc(NC(=O)COC(=O)c2ccc(S(=O)(=O)N3CCOCC3)cc2)cc1	2.5	-6.0	0.1	-1.9
CC(=O)NCCNC(=O)C(c1ccc(Cl)cc1)C(C)C (stereo not drawn)	-1.1	2.4	-0.1	13.0
COc1cccc(OC)c1OCC(O)CNC(C)c1ccccc1 (stereo not drawn)	0.2	-5.3	-0.1	17.9
CC(C)n1c(N2CCc3ccccc3C2)nc2c(Nc3ccccc3)ncnc21	0.0	28.7	0.1	-8.4
CCC(C)OC(=O)C1=C(C)NC2=C(C(=O)CC(c3ccc(Cl)cc3)C2)C1c1ccccc1F (stereo not drawn)	-0.3	9.1	0.3	14.2
N#CC1(c2ccc(N)cc2)CCCC1	-0.4	4.3	-0.1	10.8
O=C(NC(Cc1ccc(O)cc1)C(=O)O)c1ccccc1 (stereo not drawn)	1.0	-6.3	-0.1	-0.4
CCCCCOC(=O)C1=C(C)NC2=C(C(=O)CC(C)(C)C2)C1c1ccc2c(c1)OCO2 (stereo not drawn)	0.3	-0.2	0.0	5.5
CCOC(=O)N1CCN(S(=O)(=O)c2ccc(F)c(C(=O)Nc3ccccc3OCC)c2)CC1	1.7	13.6	0.6	15.6
CCOC(=O)c1c(N/N=C/c2cc(Cl)cc(Cl)c2O)n[nH]c1C	-0.2	12.2	-0.2	-12.2
COC(=O)COc1ccc(NC(=O)Cn2nc(C)c3ccccc3c2=O)cc1	0.0	6.2	-0.1	3.1
Cc1ccc2c(c1)Oc1ccc([N+](=O)[O-])cc1C(=O)N2CC#N	-1.4	5.1	0.0	2.1
Cc1cc(NC(=O)c2ccc3c(c2)OCO3)ccc1Br	-2.0	1.9	0.2	-40.9
COc1ccc(NC(=O)CSC2=NCCS2)c(OC)c1	-0.4	0.0	0.1	7.2
COc1ccc(OCC(=O)Nc2ccc(-c3nc4ncccc4o3)cc2)cc1	-0.4	5.4	0.0	-13.3

A different layout for part of the listing above:
CC(C)n1c(N2CCc3ccccc3C2)nc2c(Nc3ccccc3)ncnc21
  GPR151 activ = 0.0	MITF primary = 28.7	FBW7 act = 0.1	TEAD-YAP block = -8.4

CCC(C)OC(=O)C1=C(C)NC2=C(C(=O)CC(c3ccc(Cl)cc3)C2)C1c1ccccc1F (stereo not drawn)
  GPR151 activ = -0.3	MITF primary = 9.1	FBW7 act = 0.3	TEAD-YAP block = 14.2

N#CC1(c2ccc(N)cc2)CCCC1
  GPR151 activ = -0.4	MITF primary = 4.3	FBW7 act = -0.1	TEAD-YAP block = 10.8

O=C(NC(Cc1ccc(O)cc1)C(=O)O)c1ccccc1 (stereo not drawn)
  GPR151 activ = 1.0	MITF primary = -6.3	FBW7 act = -0.1	TEAD-YAP block = -0.4

Other structures.
SMILES	GPR151 activ	MITF primary	FBW7 act	TEAD-YAP block
CCSc1sc(CC)cc1C1C(C(=O)Nc2cccc(C)n2)=C(C)NC2=C1C(=O)CCC2 (stereo not drawn)	-0.8	0.2	0.3	-9.6
Cc1ccc(F)cc1NC(=O)CSc1nnc(Cc2ccccc2)n1C	2.3	7.8	-0.2	5.2
COc1cccc(C(=O)NC2CCN(CC(=O)Nc3c(C)cc(C)cc3C)CC2)c1	0.1	3.2	0.1	-4.7
COc1ccc(CSc2nc(CSC)cc(=O)[nH]2)cc1	-1.5	-10.0	-0.1	-0.1
CCC1(C)SC(NC(C)=O)=NN1C(C)=O (stereo not drawn)	-0.9	-8.2	-0.3	-2.4
Cc1ccc(-c2nc3cccc(C)c3nc2-c2ccc(C)cc2)cc1	0.2	-0.8	0.0	0.4
CC(C)(C)n1nc2c(c1NC(=O)CN1C(=O)c3ccccc3C1=O)CSC2	1.2	-5.2	-0.1	2.0
CCOc1ccc(NC(=O)CC2C(=O)N(c3ccc(OC)c(Cl)c3)C(=S)N2CCCN2CCN(c3ccc(OC)cc3)CC2)cc1 (stereo not drawn)	-0.4	8.8	-0.3	3.4
CCOC(=O)N1CCc2c(sc(NCc3ccc(OC)c(OC)c3OC)c2C(=O)Nc2ccccc2OCC)C1	0.8	13.4	-0.1	15.6
O=C(Cn1cccc1)NCCc1ccccc1	-1.6	22.8	0.1	-8.7
COc1ccccc1N1CCN(C(=O)C(=O)N/N=C/c2c(Cl)cccc2Cl)CC1	2.2	7.8	0.2	7.1
O=C(CSc1nc2c(c(C(F)(F)F)n1)CCCC2)Nc1nccs1	-1.5	16.7	0.9	-1.3
Cc1cc(/C=N/NC(N)=O)c(O)c(/C=N/NC(N)=O)c1	1.8	-18.3	-0.5	5.4
Cc1nn2c3c(cnc2c1-c1ccc(Cl)cc1)C(=O)CCC3	-0.6	7.2	0.0	-25.3
O=S(=O)(Nc1ccc(CN2CCN(c3ccccn3)CC2)cc1)c1ccc(F)cc1F	-2.1	-4.6	0.0	3.5
CCOCCCn1c(SCC(=O)Nc2ccccc2)nc2c(oc3ccccc32)c1=O	0.3	-2.8	-0.1	-5.9
O=C1OC(c2ccccc2)=N/C1=C\c1ccc(Cl)cc1	0.3	4.6	0.4	11.6
NC(CCO)c1ccc(OCc2ccccc2)cc1 (stereo not drawn)	-2.2	-1.7	0.0	-4.9
CC(=O)N1C(=O)/C(=C\c2cccnc2)NC1=S	0.5	6.9	0.0	-4.6
COc1ccc(O[C@H]2C=C[C@@H](c3ccccc3)O[C@@H]2CO/N=C(\C)CCN2CCCCc3nc(C)c(C)cc32)cc1	-0.7	3.4	-0.1	·
COc1cc(C(=O)Nc2ccc(S(=O)(=O)NC(C)(C)C)cc2)cc(OC)c1OC	-0.2	18.4	0.0	11.7
CC(C)[C@H](NC(=O)c1ccco1)C(=O)N[C@@H](CS)C(=O)O	0.8	-3.5	-0.2	9.0
COc1cc(-c2noc(CCC(=O)Nc3cc(C)ccc3C)n2)cc(OC)c1OC	0.1	12.9	-0.2	9.6
CCOc1ccc(S(=O)(=O)Nc2cccc(-c3cn4ccsc4n3)c2)cc1	1.7	-0.1	0.1	9.2
COc1ccccc1OCC(=O)O/N=C(\N)c1ccc([N+](=O)[O-])cc1	1.5	-7.1	-0.3	-14.9
O=c1c2ccccc2nc(-c2ccc(Cl)cc2)n1CCCOc1ccccc1F	1.0	-11.6	0.0	1.4
O=C(CCCCCN1C(=O)c2cccc3cccc(c23)C1=O)N1CCOCC1	0.0	14.1	-0.2	2.1
CCCNC(=O)CCNC(=O)c1ccc(C(C)(C)C)cc1	2.3	-12.9	0.1	-0.7
COc1ccc(-c2cc(C(=O)N/N=C/c3c(C)[nH]c4ccccc34)[nH]n2)cc1OC	0.8	9.2	0.3	44.9*
CCCCS(=O)CC(CS(=O)CCCC)OC(=O)c1ccc(C)cc1 (stereo not drawn)	-0.1	-2.6	-0.3	1.5
CCCOc1ccc(C2C(=O)N(C3CCCCC3)CC(=O)N2CCC)cc1OC (stereo not drawn)	-1.6	-7.2	0.0	-15.3
Cc1ccc(N2C(=O)CC(NCCc3ccc(F)cc3)C2=O)cc1 (stereo not drawn)	1.1	-5.0	0.0	4.3
CCc1ccc(C2=NC(c3ccc(F)cc3)NC(c3ccccc3O)C2)cc1 (stereo not drawn)	-1.0	6.5	0.1	-44.6
CCc1ccc(OCCSc2nc3ccccc3c(=O)[nH]2)cc1	3.7	9.7	0.0	5.9
CN1CCN(c2ccc(CNC(=O)c3ccno3)cc2)CC1	1.6	-8.9	0.8	6.9
CSc1nc2n(n1)C(c1ccc(F)c(Br)c1)C1=C(CC(C)(C)CC1=O)N2 (stereo not drawn)	0.4	6.2	0.2	-6.2
Cc1ccc(-c2n[nH]c(CNC(=O)c3nccc4ccccc34)n2)cc1	1.4	3.8	-0.1	6.4
CCOc1ccc2cc3c(N)c(C(=O)Nc4ccccc4OC)sc3nc2c1	0.9	-7.3	0.2	10.2
CCOc1ccc(-n2cc(C(=O)Nc3cccc(Cl)c3)c3cc(OC)c(OC)cc3c2=O)cc1	-0.7	22.3	0.1	3.2
N#CCN(CC#N)C(=O)Cc1cccs1	-0.2	10.4	1.3	3.1
COc1ccc(-c2nsc(SCC(=O)NCc3ccc(F)cc3)n2)cc1	-1.0	-1.3	1.3	-42.9
O=C(CSc1nc(-c2ccc(Cl)cc2Cl)cs1)N1CCOCC1	1.8	18.6	0.9	-34.8
O=C(CNC(=O)c1ccco1)c1ccc(F)cc1	-0.5	17.3	0.0	-26.6
Cc1ccc(/C=C/C(=O)N2CCc3ccccc32)o1	-3.8	31.7	-0.2	15.2
O=C(NN1C(=O)C2C(c3ccccc3)C=CC(c3ccccc3)C2C1=O)C1CC1 (stereo not drawn)	0.2	-3.0	-0.2	-5.7
CCCC/C=C/c1cnn2c(N3CCOCC3)ccnc12	0.2	-15.8	-0.6	-36.0
COc1ccc(-c2csc(N(CC3CCCO3)C(=O)CCl)n2)cc1 (stereo not drawn)	3.1	-4.2	-0.4	-28.2
O=C(c1ccc(Cl)cc1)N1CCCCC(Sc2ncnc3sc4c(c23)CCCC4)C1=O (stereo not drawn)	0.9	1.5	-0.1	0.5
COc1ccc(S(=O)(=O)NCc2nc(-c3ccccc3)no2)cc1	-0.1	28.0	0.1	4.3
CCOc1cc(/C=N/NC(=O)COc2ccc(Br)cc2OC)ccc1O	0.3	-7.7	0.0	-3.3
CCC(=O)c1ccccc1OCCOCCN1CCN(C)CC1	-0.4	9.3	0.2	3.0
CC(C)c1ccc(NC(=O)COc2ccc(Cl)cc2)cc1	0.5	-6.1	0.0	-4.7
Cc1cc(C)nc(-c2cccc3c2OC(CNC(=O)CSc2ncccn2)C3)n1 (stereo not drawn)	-0.7	-6.7	-0.2	5.9
O=C(Cc1ccccc1)Nn1c(SCC(=O)c2ccccc2)nc2ccccc2c1=O	0.6	-4.7	0.0	-12.4
O=C1[C@@H]2CCCN2C(=O)c2ccccc2N1Cc1ccccc1F	0.2	10.8	0.0	5.2
COc1cccc(C2=NOC(C(=O)N3CCCC3)C2)c1 (stereo not drawn)	-1.5	-2.4	-0.1	-54.5
CNc1ccccc1C(=O)N1CCc2c([nH]c3ccccc23)C1=O	2.2	14.2	-0.1	-4.6
CC(C)n1c(NCCCN2CCCC2=O)nc2c(NCc3ccccc3)ncnc21	-0.2	6.7	-0.1	-39.2
CCOc1ccc(N2C(=O)CC(NC3CCCNC3=O)C2=O)cc1 (stereo not drawn)	3.5	6.9	0.1	3.0
CC(=O)Oc1ccc(C(=O)Nc2cccc(F)c2)cc1	-3.6	-7.1	0.1	-40.6

(list continues)
SMILES	GPR151 activ	MITF primary	FBW7 act	TEAD-YAP block
COc1ccc(CN2CCN(CC3CC4C=CC3C4)CC2)c(OC)c1 (stereo not drawn)	1.5	72.0*	-0.4	0.9
Cc1cc(NC(=O)c2ccc(C)o2)no1	-1.5	-13.7	0.3	-5.9
CC(NC(=O)CN1CCN(c2ccccc2)CC1)c1ccccc1 (stereo not drawn)	-1.3	7.6	0.2	2.1
O=C(CCC(=O)Nc1ccc(F)cc1)N/N=C/c1cccc(Oc2ccccc2)c1	-0.4	-5.7	0.1	5.8
